# Screening results: PubChem, Southern Research Specialized Biocontainment Screening Center
# Salmonella PhoP GFP = PhoP regulon inhibitors, Salmonella typhi PhoP promoter GFP reporter, confirmatory (AID 1850); inhibition, % at 50 µM; hits with a dose series show IC50 in µM; Salmonella Typhi PhoP-promoter GFP reporter, fluorescence, 4 h; higher % means a stronger effect; 310,000 compounds, 0.33% hits; in the data active means a potency from the dose series; inconclusive means inhibition mostly from about 25% at the one dose, without a potency; inactive means the rest, 99 in 100 with inhibition below about 19%;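 further: 0% = induced wells with vehicle and 100% = uninduced wells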
# M. tuberculosis = growth inhibition of non-replicating M. tuberculosis (AID 488890) | Mycobacterium tuberculosis non-replicating, growth inhibition; higher % means a stronger effect | 320,000 compounds, 0.39% hits | one-dose inhibition, % at 25 µM; IC50 in µM for titrated hits; in the data active means a potency from the dose series; inconclusive means inhibition mostly from about 82% at the one dose, without a potency; inactive means the rest, 99 in 100 with inhibition below about 76%;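 further: plate controls were DMSO cells for no effect and high antibiotic wells for full effect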
# influenza NS1A = NS1A inhibition, H1N1 influenza, cell based functional assay (AID 504329); NS1A functional cell-based assay, percent inhibition; higher % means a stronger effect; one-dose inhibition, % at 12.5 µM; IC50 in µM for titrated hits; 340,000 compounds, 0.3% hits; in the data active means a potency from the dose series; inconclusive means inhibition above about 27% without an active follow-up result; further: strong numbers were not always called active
# M. tuberculosis HTS = M. tuberculosis growth inhibition, HTS (AID 449762). inhibition, % at 25 µM; hits with a dose series show IC50 in µM. M. tuberculosis H37Rv growth inhibition, 7H9 media; higher % means a stronger effect. 330,000 compounds, 0.59% hits; in the data active means a potency from the dose series; inconclusive means inhibition above about 70% without an active follow-up result;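 further: bacterial growth assessed after seven days of incubation; strong numbers were not always called active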
# inhibitors of VEEV = inhibitors of VEEV TC-83 cytopathic effect, confirmation, Vero cells (AID 588727) | Vero cells, VEEV TC-83 cytopathic effect inhibition; higher % means a stronger effect | one-dose inhibition, % at 20 µM; IC50 in µM for titrated hits | 350,000 compounds, 0.13% hits; in the data active means a potency from the dose series; inconclusive means inhibition mostly from about 14% at the one dose, without a potency; inactive means the rest, 99 in 100 with inhibition below about 12%; further: strong numbers were not always called active
# inhibitors of VEEV 10K pilot screen = recorded beside inhibitors of VEEV, whose call it bears; inhibition, %; measured here: 10K pilot screen inhibition
# * hit, by the source's call; i = inactive; ? = inconclusive; . = not tested or not shown.
# The first 17 entries, ahead of the listing:
SMILES,Salmonella PhoP GFP,M. tuberculosis,influenza NS1A,M. tuberculosis HTS,inhibitors of VEEV,others
Cc1cc(=O)[nH]c(SCC(=O)N2CC3(C)CC2CC(C)(C)C3)n1 (stereo not given),.,.,-1%,1%,8.9%,
CCc1ccc(NC(=O)C(C)Sc2ccc(S(=O)(=O)N3CCN(C)CC3)cn2)cc1 (stereo not given),.,17%,-5%,2%,1.6%,
O=C(Nc1ccc(Cl)cc1)c1ccc2snnc2c1,7%,20%,6%,1%,2.7%,
COc1ccccc1N1CCN(CCCNC(=O)Nc2ccccc2C)CC1,8%,5%,2%,-6%,0.0%,
C=CCNc1nc2ccccc2nc1NS(=O)(=O)c1ccc(F)cc1,-7%,16%,-22%,-1%,0.2%,
COc1cc(/C=N/NC(=O)c2c(-c3c(Cl)cccc3Cl)noc2C)ccc1OCC(N)=O,.,.,-6%,.,6.4%,
Cc1ccn2c(C(=O)CSc3ccccc3)c(C)nc2c1,-4%,58%,-2%,4%,6.5%,
CCc1nnc(NC(=O)C2CCCN(c3nc4ccccc4s3)C2)s1 (stereo not given),5%,19%,-7%,15%,i,
CC(C)c1ccc(OCC(O)CN2CCCC2)cc1 (stereo not given),-1%,11%,2%,1%,5.1%,
C=CCn1c(O)c(C(CC)=NCc2ccco2)c(=O)[nH]c1=O,14%,11%,4%,-4%,0.3%,
O=C(Nc1ccc(C(F)(F)F)cc1)C1=NN(C2CCS(=O)(=O)C2)C(=O)CC1 (stereo not given),.,9%,3%,2%,1.3%,
Cc1ccc2[nH]c(CN3CCC(CO)(CC4CCCCO4)CC3)c(C)c2c1 (stereo not given),5%,56%,5%,12%,>25µM*,
COc1ccc2nc3oc(C(=O)N4CC(C)CC(C)C4)cc3cc2c1 (stereo not given),-1%,76%,-4%,33%,0.8%,
COc1ccc(C(C(=O)NC(C)(C)C)N(C(=O)CCC(=O)Nc2cc(C)on2)c2c(C)cccc2C)cc1 (stereo not given),-4%,-16%,1%,-2%,i,
COc1ccc(C(=O)O/N=C/c2ccc(S(=O)c3ccc(Cl)cc3)nc2)cc1 (stereo not given),-2%,-4%,4%,3%,0.2%,
CC(=O)C1C(=O)C=C(c2ccco2)CC1c1ccccc1 (stereo not given),-4%,5%,1%,-3%,i,
O=C(O)c1cccnc1SCC(=O)N1CCCCCC1,-4%,-12%,-3%,3%,1.9%,

# This part in full, previewed entries included:
SMILES,Salmonella PhoP GFP,M. tuberculosis,influenza NS1A,M. tuberculosis HTS,inhibitors of VEEV,others
Cc1cc(=O)[nH]c(SCC(=O)N2CC3(C)CC2CC(C)(C)C3)n1 (stereo not given),.,.,-1%,1%,8.9%,
CCc1ccc(NC(=O)C(C)Sc2ccc(S(=O)(=O)N3CCN(C)CC3)cn2)cc1 (stereo not given),.,17%,-5%,2%,1.6%,
O=C(Nc1ccc(Cl)cc1)c1ccc2snnc2c1,7%,20%,6%,1%,2.7%,
COc1ccccc1N1CCN(CCCNC(=O)Nc2ccccc2C)CC1,8%,5%,2%,-6%,0.0%,
C=CCNc1nc2ccccc2nc1NS(=O)(=O)c1ccc(F)cc1,-7%,16%,-22%,-1%,0.2%,
COc1cc(/C=N/NC(=O)c2c(-c3c(Cl)cccc3Cl)noc2C)ccc1OCC(N)=O,.,.,-6%,.,6.4%,
Cc1ccn2c(C(=O)CSc3ccccc3)c(C)nc2c1,-4%,58%,-2%,4%,6.5%,
CCc1nnc(NC(=O)C2CCCN(c3nc4ccccc4s3)C2)s1 (stereo not given),5%,19%,-7%,15%,i,
CC(C)c1ccc(OCC(O)CN2CCCC2)cc1 (stereo not given),-1%,11%,2%,1%,5.1%,
C=CCn1c(O)c(C(CC)=NCc2ccco2)c(=O)[nH]c1=O,14%,11%,4%,-4%,0.3%,
O=C(Nc1ccc(C(F)(F)F)cc1)C1=NN(C2CCS(=O)(=O)C2)C(=O)CC1 (stereo not given),.,9%,3%,2%,1.3%,
Cc1ccc2[nH]c(CN3CCC(CO)(CC4CCCCO4)CC3)c(C)c2c1 (stereo not given),5%,56%,5%,12%,>25µM*,
COc1ccc2nc3oc(C(=O)N4CC(C)CC(C)C4)cc3cc2c1 (stereo not given),-1%,76%,-4%,33%,0.8%,
COc1ccc(C(C(=O)NC(C)(C)C)N(C(=O)CCC(=O)Nc2cc(C)on2)c2c(C)cccc2C)cc1 (stereo not given),-4%,-16%,1%,-2%,i,
COc1ccc(C(=O)O/N=C/c2ccc(S(=O)c3ccc(Cl)cc3)nc2)cc1 (stereo not given),-2%,-4%,4%,3%,0.2%,
CC(=O)C1C(=O)C=C(c2ccco2)CC1c1ccccc1 (stereo not given),-4%,5%,1%,-3%,i,
O=C(O)c1cccnc1SCC(=O)N1CCCCCC1,-4%,-12%,-3%,3%,1.9%,
O=C(Nc1ccccc1N1CCOCC1)c1cc(F)cc(F)c1,8%,4%,-7%,-4%,i,
COc1ccc(S(=O)(=O)N2CCN(CCC(=O)Nc3ccccc3F)CC2)cc1,-5%,-6%,-4%,-1%,0.4%,
Cc1ccc(C)c(S(=O)(=O)N2CCCCC2CCNC(=O)C(=O)NC2CCCC2)c1 (stereo not given),8%,22%,-11%,-2%,6.4%,
O=C(c1ccc2c(c1)OCO2)N1CCN(C(=O)c2ccco2)CC1,-4%,-14%,-7%,-4%,i,
O=C(CCC(=O)Nc1cccc([N+](=O)[O-])c1)N/N=C/c1cccs1,6%,14%,1%,4%,0.5%,
O=C(CSc1nnc(CCCN2C(=O)c3cccc4cccc(c34)C2=O)n1-c1ccccc1)NCCCN1CCOCC1,-1%,13%,-2%,-3%,1.9%,
COc1ccc(N(CC(=O)NC2CCCC2)C(=O)CS(=O)CC(=O)Nc2ccc3c(c2)OCO3)cc1 (stereo not given),5%,-14%,-1%,-3%,i,
N#Cc1ccsc1NC(=O)C1CC(=O)N(Cc2ccccc2)C1 (stereo not given),-3%,51%,-15%,-3%,4.0%,
O=C(CSc1nc(=O)n2cc(Cl)ccc2n1)Nc1ccc2c(c1)OCO2,4%,3%,-7%,4%,6.4%,
C[N+]1(CC2COC3(CCCCC3)O2)CCCCC1 (stereo not given),29%,9%,10%,-13%,0.4%,
Cc1ccc(NC(=S)N2CCN(Cc3ccccc3)CC2)c(C)c1,7%,-13%,10%,1%,i,
O=C(/C=C/c1ccc(Cl)cc1)c1cccnc1,3%,?,-1%,?,11%,
Cc1nn(CC(=O)NCC2CCCO2)c(=O)c2cc3ccccc3n12 (stereo not given),5%,-10%,10%,3%,i,
CCCn1c(/N=C/c2c[nH]c3ccccc23)nc2ccccc21,5%,3%,3%,0%,0.5%,
Cc1c(C(=O)O)sc2[nH]c(=O)n(Cc3ccccc3)c(=O)c12,-5%,2%,-4%,2%,0.9%,
CCSc1nc(N)c2c3c(sc2n1)CCC3,0%,16%,13%,6%,2.2%,
COc1cc(NC(=O)/C=C/c2ccccc2)c(C(=O)O)cc1OC,1%,7%,-3%,-7%,2.8%,
Cc1cccc(-c2cc3c(nn2)-c2ccccc2C3=O)c1,-10%,43%,25%,-1%,6.0%,
CN(Cc1cnn(Cc2ccccc2)c1)C(=O)CN=C1NS(=O)(=O)c2ccccc21,.,-12%,2%,-18%,i,
COCCN(C(=O)CCC(=O)Nc1cc(C)on1)C(C(=O)NC(C)(C)C)c1cccc(OC)c1OC (stereo not given),-5%,-16%,10%,-8%,i,
Cc1cc(OCC(=O)Nc2cnn(CCCC(=O)O)c2)ccc1[N+](=O)[O-],-6%,-7%,1%,-4%,1.1%,
O=C(CN(c1ccccc1)S(=O)(=O)c1ccc(F)cc1)NCc1cccs1,.,-8%,-8%,-7%,i,
Cc1cc(C)n(-c2cc(N3CCN(C(=O)c4ccccc4C)CC3)ccc2[N+](=O)[O-])n1,13%,.,1%,-6%,8.4%,
CN(CC(=O)NC1CCCCC1)S(=O)(=O)c1ccc(Br)s1,-4%,3%,-12%,14%,0.2%,
Cc1ccnc(NC(=O)CCC(=O)N(CC(=O)NC2CCCCC2)CC2CCCO2)c1 (stereo not given),-3%,-2%,-1%,-1%,5.6%,
CCOc1cc(N2CCOCC2)c(OCC)cc1NCC(=O)N1CCN(Cc2ccccc2)CC1,-9%,-5%,-2%,10%,0.8%,
O=C(Nc1ccccc1C(=O)N1CCCCCC1)c1ccccc1,8%,-10%,11%,0%,0.7%,
COc1cccc(OCC(O)CO)c1 (stereo not given),10%,-8%,0%,4%,i,
CCCCn1c(N)c(N(CCOC)C(=O)COC(=O)COc2cc(C)c(Cl)cc2C(C)C)c(=O)[nH]c1=O,5%,7%,-9%,22%,0.5%,
NC(=O)c1ccccc1NC(=O)CSC1=NCCS1,-14%,2%,-12%,-36%,2.0%,
Nn1c(SCc2ccc(Br)cc2)nnc1-c1cccnc1,6%,43%,1%,-1%,0.7%,
CC(C)CNc1nc(N)c([N+](=O)[O-])c(NCc2ccccc2)n1,1%,-5%,2%,-5%,0.5%,
CN1CCc2c(n(CC(O)CNCc3ccccc3)c3ccccc23)C1=O (stereo not given),14%,-7%,8%,-3%,i,
O=C1CN(C(=O)Cn2ncc(Cl)c(Cl)c2=O)c2ccccc2N1,.,.,4%,.,?,
CN(C(=O)COC(=O)C1CCN(S(=O)(=O)c2c(Cl)cccc2Cl)CC1)c1ccccc1,-6%,39%,-1%,1%,3.8%,
Nc1ccccc1C#Cc1cnccn1,-9%,-3%,4%,0%,1.4%,
CCN(CC(=O)Nc1c(F)cccc1F)C(=O)C1=COCCO1,7%,-2%,-7%,-7%,i,
COc1ccc(-c2ccc(S(=O)(=O)N3CCOCC3)cc2)cc1,-9%,1%,-3%,-12%,0.1%,
COC(CNC(=O)CC1C(=O)N(Cc2ccccc2)C(C)c2nc3ccccc3n21)OC (stereo not given),-6%,-9%,-8%,-4%,1.2%,
CC(NC(=S)NCCCN1CCOCC1)C12CC3CC(CC(C3)C1)C2 (stereo not given),0%,19%,14%,-5%,0.3%,
CC(C)NC(=O)c1onc(CSc2ccccc2)c1C(=O)O,3%,-15%,-2%,4%,4.0%,inhibitors of VEEV 10K pilot screen=0.4
NC(=O)C1CCN(C(=O)/C=C/c2cc(Br)ccc2F)CC1,0%,-3%,-9%,-2%,1.3%,
O=C(Nc1cccn(Cc2c(Cl)cccc2Cl)c1=O)c1ccc(Cl)cc1,11%,-3%,22%,1%,5.4%,
# Remaining list, next part
SMILES,Salmonella PhoP GFP,M. tuberculosis,influenza NS1A,M. tuberculosis HTS,inhibitors of VEEV,others
COc1ccc2c(C)cc(SCC(=O)Nc3ncc(Cl)cc3Cl)nc2c1,-17%,-4%,1%,2%,0.8%,
CCOC(=O)c1ccc(N=NN(C)C)cc1,-6%,9%,-7%,7%,0.5%,
O=C(c1ccco1)N1CCN(C(=O)c2cccn3c(=O)c4c5c(sc4nc23)CCCC5)CC1,.,.,-3%,.,3.5%,
CCCn1c(SCC(=O)NC2CCCCC2)nnc1-c1cccnc1,8%,-10%,-2%,5%,i,
CCOC(=O)c1c(NC(=O)COC(=O)c2cc(OC)c(OC)cc2[N+](=O)[O-])sc(C)c1CC,-7%,-4%,15%,-2%,0.6%,
Fc1ccc(C2=NNC(=NCc3ccccc3)SC2)cc1F,.,.,-6%,.,2.4%,
COc1ccc(/C=N/N2CCN(c3ccccc3OC)CC2)cc1Br,1%,-14%,-1%,12%,1.3%,
CCOC(=O)N1CCN(CC(=O)Nc2cc(OCC)ccc2OCC)CC1,-16%,26%,5%,4%,1.2%,
O=C(NC1CCCCC1)C(c1ccccn1)N(C(=O)c1csnn1)C1CCCCC1 (stereo not given),8%,3%,-2%,-14%,i,
Cc1ccc(-n2c3c(c(=O)[nH]c2=O)C(C(F)(F)F)(C(F)(F)F)NC(=O)N3)cc1,-8%,-4%,0%,-9%,0.8%,
COc1ccc(N2C(=O)N3[C@H](c4ccc(Cl)cc4)[C@@H]4C(=O)N(C5CCCCC5)C(=O)[C@@H]4[C@]3(Cc3ccc(Cl)cc3)C2=O)cc1,3%,31%,2%,-7%,0.5%,
O=C(NCc1ccccc1Cl)NCc1ccccc1Cl,-1%,-2%,-3%,7%,i,
CC(=O)c1ccc(-c2ccc(C(=O)N(C)Cc3nc4ccccc4c(=O)[nH]3)o2)cc1,.,39%,-15%,4%,7.2%,
COc1ccc(C2=CC(=O)C[C@H](c3ccc(F)cc3)C2)c(OC)c1,.,7%,0%,19%,1.0%,
COc1ccc(CNC(=O)COC(=O)C(CCSC)NC(=O)c2ccco2)cc1OC (stereo not given),.,-13%,-4%,-8%,2.6%,
